Bioassay records as filed in PubChem.
SIAE inh: inhibitors of human sialic acid acetylesterase SIAE; Q9HAT2; SIAE FP-Rh probe binding, fluorescence polarization; inhibition, % at 9.66 µM; 370,000 compounds, 0.69% hits;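 active = inhibition above a cutoff: mean of compounds within the control limits plus 3 SD of those, cut at about 17% in these data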;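 note: 0% = plate median of compound wells and 100% = probe without SIAE protein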
UHRF1 MBD2 ctr: UHRF1 methyl-DNA binding inhibition; UHRF1 binding to methylated oligo, TR-FRET; inhibition, % at 4.4 µM; 370,000 compounds, 0.75% hits; in the data active = inhibition above about 21%;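 note: UHRF1 SRA domain binding a hemimethylated CpG hairpin DNA probe; 0% = median of test compound wells and 100% = reference inhibitor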
PRMT1 inh: PRMT1 (human) inhibition, primary screen; Q99873; recombinant PRMT1, activity-based probe fluorescence polarization; inhibition, % at 2.79 µM; 370,000 compounds, 1.3% hits;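 active = inhibition above about 21% made by adding two undisclosed values, limit read from the data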
MBD2 DNA inh: inhibitors of human MBD2 binding to methylated oligonucleotide. Q9UBB5. TR-FRET. inhibition, % at 4.4 µM. 370,000 compounds, 0.31% hits; in the data active = inhibition above about 13%
proKLK7 act: activators of human kallikrein-7 zymogen. activation, % at 7 µM. 370,000 compounds, 0.9% hits. purified proKLK7, EDANS-DABCYL substrate fluorescence; 100% is mature enzyme control, 0% vehicle. AID 652039;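 active = activation above the mean of all tested compounds plus 3 SD, computed per campaign excluding outliers beyond control limits, cut at about 13% in these data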
Target sequence (P49862 whole entry, looked up): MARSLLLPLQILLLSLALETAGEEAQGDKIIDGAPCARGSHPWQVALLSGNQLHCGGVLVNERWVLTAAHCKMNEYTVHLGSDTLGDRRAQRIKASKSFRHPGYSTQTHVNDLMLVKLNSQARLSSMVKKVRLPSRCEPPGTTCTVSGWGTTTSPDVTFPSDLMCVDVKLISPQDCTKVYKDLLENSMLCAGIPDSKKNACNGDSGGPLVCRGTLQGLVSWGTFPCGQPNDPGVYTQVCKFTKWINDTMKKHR
TCR-CD3 inh: blocks the human TCR-CD3 interaction | TAMRA-labeled TCR probe fluorescence, biochemical | inhibition, % at 9.4 µM | 360,000 compounds, 0.37% hits; in the data active = inhibition above about 19%;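 note: recombinant mutant TCR 2C K166C tagged with TAMRA read by polarization; 0% = receptor in buffer alone and 100% = receptor with positive control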
TDP2 inh: blocks human TDP2 phosphodiesterase activity. O95551. recombinant TDP2, T5PNP hydrolysis, p-nitrophenol absorbance 415 nm. inhibition, % at 12.8 µM. 370,000 compounds, 0.34% hits. AID 720702;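 active = inhibition above the mean of all tested compounds plus 3 SD, set per campaign, cut at about 25% in these data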;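 note: 0% = DMSO with enzyme and 100% = buffer with substrate but no TDP2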
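Read-out basis: percent inhibition. System: recombinant human TDP2. Buffer or medium: Mg2+-containing Tris-HCl buffer, pH 7.5. Repeats: single replicate. Timing: reaction 2 h, 37 °C. Benchmarks: high control without enzyme, low control DMSO plus TDP2. Probe or stimulus: 5 mM T5PNP. Doses: 12.8 µM only. Measured by: epi absorbance of p-nitrophenol freed from T5PNP by hydrolysis.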
DDE Tn7 FP inh: disrupts Tn7 cyclic peptide binding to fibrin D-Dimer-E complex; P02675; FP displacement of FITC-Tn7 peptide from fibrin DD(E); 0% = median of compound wells per plate; inhibition, % at 8.3 µM; 370,000 compounds, 0.13% hits;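 active = inhibition above the mean of compounds falling within the control limits plus 3 SD of them, cut at about 14% in these data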;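 note: 0% = plate median of compound wells and 100% = 10 µM Aha-Tn7 peptide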
Target sequence (P02675 whole entry, looked up): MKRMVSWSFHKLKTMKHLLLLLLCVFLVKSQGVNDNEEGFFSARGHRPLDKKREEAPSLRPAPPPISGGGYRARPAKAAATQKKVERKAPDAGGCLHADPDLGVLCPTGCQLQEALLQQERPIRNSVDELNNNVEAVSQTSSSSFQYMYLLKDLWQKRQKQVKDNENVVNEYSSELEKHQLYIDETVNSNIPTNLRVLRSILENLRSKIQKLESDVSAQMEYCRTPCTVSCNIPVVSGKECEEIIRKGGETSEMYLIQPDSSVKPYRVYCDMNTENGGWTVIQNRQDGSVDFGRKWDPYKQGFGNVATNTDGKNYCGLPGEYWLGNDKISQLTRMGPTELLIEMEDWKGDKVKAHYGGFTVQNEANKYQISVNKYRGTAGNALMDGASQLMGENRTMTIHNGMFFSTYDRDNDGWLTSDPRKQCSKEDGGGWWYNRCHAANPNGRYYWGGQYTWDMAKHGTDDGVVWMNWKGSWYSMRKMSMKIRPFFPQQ
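Assay system: human fibrin DD(E) protein / Input: 2 µM fibrin DD(E) / Benchmarks: high control of 10 µM Aha-Tn7 peptide / Measured by: fluorescence polarization of the labelled Tn7 tracer / Medium: Tris buffer with calcium and detergent, pH 7.8 / Timing: 10 min compound pre-incubation, 3 h probe incubation at room temperature / Repeats: one replicate per compound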
Tn6 DDE FP: inhibitors of Tn6 peptide binding to human fibrin DD(E) | P02675 | Fibrin DD(E) TRITC-Tn6 fluorescence polarization displacement | inhibition, % at 8.3 µM | 370,000 compounds, 0.21% hits;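 active = inhibition above a per-campaign cutoff: mean of compounds within control limits plus 3 SD, cut at about 15% in these data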;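 note: 0% = median of all compound wells on the plate and 100% = blocking peptide control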
LEDGF integ inh: blocks HIV-1 LEDGF/p75-dependent DNA integration; inhibition, % at 3.7 µM; TR-FRET IN-LEDGF/p75 DNA integration, Eu/Cy5; AID 743269; 370,000 compounds, 0.64% hits;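 active = inhibition above the screen-wide mean plus 3 SD, cut at about 13% in these data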;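 note: signal is the Cy5 over europium emission ratio at 671 and 618 nm; 0% = plate median of compound wells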
* hit, by the source's call.

#	canonical_smiles	SIAE inh	UHRF1 MBD2 ctr	PRMT1 inh	MBD2 DNA inh	proKLK7 act	TCR-CD3 inh	TDP2 inh	DDE Tn7 FP inh	Tn6 DDE FP	LEDGF integ inh
1	Cc1ccc(-c2nc(C=Nc3cccc(C)c3)c(O)o2)cc1	-6	-3	0	6	-0.1	-3	4	0	2	-3
2	COc1cc(OC)c(OC)cc1CN1CCSCC1	6	1	-2	0	-0.9	-1	14	0	-1	2
3	COc1cc(Nc2cccc(-c3ccccc3)n2)cc(OC)c1OC	10	-1	-1	-1	-0.1	8	-5	0	3	-2
4	CC1=CN2C(=N)/C(=C/c3ccc(Sc4ccc(Cl)cc4)o3)C(=O)N=C2S1	-9	-2	-2	4	-0.6	1	9	0	2	1
5	CC(SCc1ccccc1)C(=O)Nc1ccc(F)cc1 (centres undefined)	5	1	4	2	0.1	-2	-21	-6	-4	3
6	NS(=O)(=O)c1ccc(NC(=O)C2COc3ccccc3O2)cc1 (centres undefined)	5	-1	-2	1	0.3	6	-9	-2	-12	1
7	O=C(Nc1ccccc1-c1ccccc1)c1ccccc1[N+](=O)[O-]	0	-3	1	0	-0.3	-5	6	-6	5	-4
8	COc1ncccc1C(=O)NC1CCCc2c1cnn2-c1ccc(C)c(C)c1 (centres undefined)	-3	7	0	5	-0.4	-2	-12	3	-2	-1
9	O=C1NC(=O)/C(=C/c2ccccc2Cl)N1	3	-3	-3	-1	-0.3	4	3	-2	-4	4
10	COc1ccc2oc(=Nc3ccc(C(=O)O)cc3)c(C(=O)NCc3ccco3)cc2c1	7	0	-1	-7	0.9	6	1	3	-6	3
11	O=C(c1[nH]c(C(F)(F)F)nc1-c1ccccc1)N1CCC2(CC1)C(=O)NCN2c1ccccc1	5	0	-3	-6	0.9	9	0	3	3	0
12	COc1cccc(C2=NNC(=NCc3ccccc3)SC2)c1	9	0	3	-3	-0.1	3	13	-2	2	-2
13	O=C(COc1ccc(Cl)cc1Cl)NC1CCSC1=O (centres undefined)	7	1	3	2	0.0	-2	4	1	-7	1
14	O=C(CNc1ccc(Cl)cc1)NNC(=S)NCc1ccccc1	10	-2	-1	-1	-0.2	5	-12	3	13	-2
15	CC(=O)c1ccc(OC(C)C(=O)OCC(=O)NCCc2ccccc2)cc1 (centres undefined)	2	5	0	3	-0.2	6	11	0	0	-2
16	CCOC(=O)c1sc2nc(C(C)C)c3c(c2c1N)CC(C)(C)OC3	3	1	-1	3	-20	0	-2	5	4	2
17	COc1ccc(CNC(=O)OCCN2CCN(S(=O)(=O)c3ccc(C)cc3)CCC2=O)cc1	-1	0	1	-4	-0.3	2	4	7	5	2
18	Cc1ccc(/C=N/NC(=S)NC2CCS(=O)(=O)C2)cc1 (centres undefined)	8	7	0	0	-0.2	-4	0	5	-5	-6
19	CCN(CC)CCCOC(=O)C(c1ccccc1)c1ccccc1	0	1	1	2	-0.6	-6	-7	4	3	-4
20	Clc1ccc2nc(-c3cccc(Br)c3)c(Cc3ccccc3)n2c1	-8	21*	-1	3	-0.9	-6	-6	-3	-3	0
21	S=C1SCN(Cc2cccnc2)CN1Cc1cccnc1	2	0	3	5	-0.1	-6	8	-4	-1	-2
22	COc1ccc(OC)c(NC(=O)CSc2ncnc3sc(C)cc23)c1	8	2	23*	-1	-0.4	7	4	0	0	-3
23	CCCn1nc(C(=O)Nc2nc3ccccc3[nH]2)c2ccccc2c1=O	2	-7	-1	2	-0.1	0	-2	-6	-2	2
24	COc1ccc([C@@H]2[C@@H]3C(=O)N(C(C)(C)C)C(=O)[C@@H]3[C@]3(Cc4ccccc4)C(=O)N(c4ccc(C(F)(F)F)cc4)C(=O)N23)cc1	-12	10	-1	5	0.2	-6	5	-7	0	1
25	Cc1ccc2[nH]c(=O)cc(C(=O)OC(C)C)c2c1	2	-1	0	-1	9.9	3	1	0	5	4
26	CC1CCc2sc(C(=O)NNS(=O)(=O)c3ccc(F)c(F)c3F)cc2C1 (centres undefined)	1	-1	0	0	0.3	9	-6	-3	-1	4
27	Cc1cc(C)cc(NC(=O)c2oc3ccccc3c2COc2ccccc2)c1	-29	0	0	2	-5.8	-5	7	-7	-8	-1
28	CCn1nnnc1NCc1ccc(OCc2c(F)cccc2Cl)c(OC)c1	1	0	-2	1	0.3	5	1	-2	1	-2
29	COc1ccc(OCCOC(=O)c2ccc(-n3cnnn3)cc2)cc1	-2	-2	0	2	0.5	2	8	1	1	-1
30	CCc1ccc(C(=O)C[n+]2cccc3cc(OC)ccc32)cc1	-5	-3	1	-4	0.8	-2	2	-1	-6	-3
31	O=C(O)c1cc(S(=O)(=O)N2CCCCC2)ccc1F	-4	-2	-1	1	-0.5	-6	5	5	5	0
32	COc1ccc(NC(=O)COc2ccc3c(c2)CCC3)cc1	-3	0	-6	-1	1.1	-5	5	5	-10	1
33	CCOC(=O)C1CCN(C(=O)COc2ccc(Cl)cc2)CC1	3	3	0	0	0.4	2	-5	-6	1	0
34	COc1cc(C(=O)NCc2nnc(SCC(=O)N3CCCC3)o2)cc(OC)c1OC	-3	-1	-1	0	-0.2	-3	-13	1	0	-4
35	O=C(/C=C/[C@H]1O[C@@H](n2ccc(=O)[nH]c2=O)[C@H](O)[C@@H]1O)NCc1cccc2ccccc12	1	0	-1	1	0.3	3	4	0	6	9
36	O=C(NCC1CCCO1)C1CCN(C2CCN(C(=O)CC3CCCC3)CC2)CC1 (centres undefined)	5	2	1	-6	-0.2	-10	-5	-2	5	-2
37	Oc1ccc(Cc2ccccc2Cl)c(O)c1	3	-1	0	-4	-0.9	-1	0	2	2	1
38	CC(=O)Nc1ccc(NC(=O)C(C)Sc2nnc(C3CC3)n2-c2ccccc2)cc1 (centres undefined)	9	-2	-2	1	-0.6	4	4	4	5	-5
39	Cc1ccc(S(=O)(=O)CCC(=O)OCC(=O)Nc2ccc(N3CCOCC3)cc2)cc1	0	1	-2	1	0.5	6	2	6	5	1
40	Cc1ccc(NS(=O)(=O)c2c(C)[nH]c(C)c2C(=O)N2CCCC2)cc1Cl	-3	-2	1	-2	0.5	0	8	4	-2	5
41	COc1ccc(-c2ccc3nncn3c2)cn1	-4	4	6	8	-0.3	-4	-5	4	-4	1
42	NC(=O)Nc1ccc(Cl)cc1	7	-2	-4	-7	0.5	9	-3	4	3	5
43	COc1ccc(Nc2nc(N)nc(CN3CCC(Cc4ccccc4)CC3)n2)cc1	0	0	3	3	0.4	1	1	1	-3	-1
44	Cc1nnc(SCC(=O)Nc2cccc([N+](=O)[O-])c2)n1CC1CCCO1 (centres undefined)	4	-1	2	-1	0.3	6	9	-9	-2	1
45	COCCNC(=O)C(c1ccc(O)cc1)N(Cc1ccccc1)C(=O)CCC(=O)Nc1nccs1 (centres undefined)	2	0	-1	-1	0.2	-1	7	2	-8	0
46	O=S(=O)(NC1CCCCCC1)c1cccc2cccnc12	-4	3	3	11	-0.3	1	-8	1	-13	-1
47	CCOc1ccc(N(C(=O)Nc2ccccc2)C2=NCCC2)cc1	0	-2	0	2	-0.2	4	11	-4	3	0
48	O=c1c2ccccc2c(/C=N/n2cnnc2)c(O)n1-c1ccccc1	2	-3	1	-5	0.9	0	3	-4	1	4
49	CCCOC(=O)c1ccc(NC(=O)c2cnccn2)cc1	-14	0	0	2	-0.1	1	-3	-9	8	1
50	O=C1CCC([N+](=O)[O-])C(c2cccc(Br)c2)N1 (centres undefined)	10	-1	-2	5	-0.3	-2	0	7	2	-2
51	CN(C)S(=O)(=O)N1CCC(Oc2ccc(C(=O)N3CCCCCC3)cc2)CC1	1	-2	-3	-5	0.1	4	1	8	0	1
52	CCN(CC)S(=O)(=O)c1ccc(OC)c(NC(=O)c2cc([N+](=O)[O-])ccc2N2CCOCC2)c1	3	-1	0	-2	-0.1	-1	-1	1	1	-3
53	O=S1(=O)CC(N2CCN(CCO)CC2)CN1C1CCCCC1 (centres undefined)	1	0	-3	-4	0.0	1	-7	-9	-4	0
54	CC1=C(C(=O)OCC2CCCO2)C(c2ccncc2)C2=C(CC(C)(C)CC2=O)N1 (centres undefined)	3	0	-1	2	13*	-7	5	0	2	2
55	COc1ccc(OCC(=O)Nc2ccc(N3CCCCC3)cc2)cc1	5	-1	1	-1	0.6	-10	-1	8	3	0

Excerpt, compounds 42 to 52
#	canonical_smiles	SIAE inh	UHRF1 MBD2 ctr	PRMT1 inh	MBD2 DNA inh	proKLK7 act	TCR-CD3 inh	TDP2 inh	DDE Tn7 FP inh	Tn6 DDE FP	LEDGF integ inh
42	NC(=O)Nc1ccc(Cl)cc1	7	-2	-4	-7	0.5	9	-3	4	3	5
43	COc1ccc(Nc2nc(N)nc(CN3CCC(Cc4ccccc4)CC3)n2)cc1	0	0	3	3	0.4	1	1	1	-3	-1
44	Cc1nnc(SCC(=O)Nc2cccc([N+](=O)[O-])c2)n1CC1CCCO1 (centres undefined)	4	-1	2	-1	0.3	6	9	-9	-2	1
45	COCCNC(=O)C(c1ccc(O)cc1)N(Cc1ccccc1)C(=O)CCC(=O)Nc1nccs1 (centres undefined)	2	0	-1	-1	0.2	-1	7	2	-8	0
46	O=S(=O)(NC1CCCCCC1)c1cccc2cccnc12	-4	3	3	11	-0.3	1	-8	1	-13	-1
47	CCOc1ccc(N(C(=O)Nc2ccccc2)C2=NCCC2)cc1	0	-2	0	2	-0.2	4	11	-4	3	0
48	O=c1c2ccccc2c(/C=N/n2cnnc2)c(O)n1-c1ccccc1	2	-3	1	-5	0.9	0	3	-4	1	4
49	CCCOC(=O)c1ccc(NC(=O)c2cnccn2)cc1	-14	0	0	2	-0.1	1	-3	-9	8	1
50	O=C1CCC([N+](=O)[O-])C(c2cccc(Br)c2)N1 (centres undefined)	10	-1	-2	5	-0.3	-2	0	7	2	-2
51	CN(C)S(=O)(=O)N1CCC(Oc2ccc(C(=O)N3CCCCCC3)cc2)CC1	1	-2	-3	-5	0.1	4	1	8	0	1
52	CCN(CC)S(=O)(=O)c1ccc(OC)c(NC(=O)c2cc([N+](=O)[O-])ccc2N2CCOCC2)c1	3	-1	0	-2	-0.1	-1	-1	1	1	-3
